Compound activity (PubChem BioAssay)
mIAP activ: increases mouse intestinal alkaline phosphatase activity; activation factor at 10 µM; muIAP, CDP-Star luminescence, 30 min; active compounds read high; 1 = vehicle-only enzyme signal, 0 = enzyme-free wells; 330,000 compounds, 0.24% hits;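 active means activation factor of at least 2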; further: the source names both 10 and 20 µM as test concentration; values of inactives mirror those of a sister screen read the other way
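Assay system: mouse IAP enzyme / Compound: DMSO-dissolved test compounds / Timing: 30 min, room temperature / Measured by: luminescence from enzymatic CDP-Star hydrolysis / Control set: DMSO-only wells, enzyme-free buffer wells as negative control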
hIAP activ: increases human intestinal alkaline phosphatase activity. AID 2524. 330,000 compounds, 0.16% hits. activation factor at 10 µM. purified human IAP, CDP-Star luminescence, 30 min; active compounds read high; 1 = vehicle-only enzyme, 0 = enzyme-free background. P09923;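 active means activation factor of the enzyme at least 2-fold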; further: the source names both 10 and 20 µM as test concentration; values of inactives mirror those of a sister screen read the other way
Target sequence (P09923 whole entry, looked up): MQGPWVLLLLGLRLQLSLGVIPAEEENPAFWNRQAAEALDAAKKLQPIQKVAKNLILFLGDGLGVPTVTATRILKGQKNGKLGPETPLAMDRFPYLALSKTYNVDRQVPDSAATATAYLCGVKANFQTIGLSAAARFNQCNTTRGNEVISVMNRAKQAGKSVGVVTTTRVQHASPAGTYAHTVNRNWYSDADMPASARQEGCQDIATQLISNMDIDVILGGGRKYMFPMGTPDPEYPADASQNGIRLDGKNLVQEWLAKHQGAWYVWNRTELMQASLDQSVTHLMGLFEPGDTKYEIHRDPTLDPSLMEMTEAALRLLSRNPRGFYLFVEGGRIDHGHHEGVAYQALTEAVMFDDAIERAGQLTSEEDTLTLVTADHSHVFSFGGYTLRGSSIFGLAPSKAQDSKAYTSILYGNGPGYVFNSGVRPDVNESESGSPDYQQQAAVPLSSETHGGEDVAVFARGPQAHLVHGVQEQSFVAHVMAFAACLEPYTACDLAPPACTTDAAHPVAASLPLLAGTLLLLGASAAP
GRIN3A LBD mod: NR3A (human) ligand-binding domain modulation. NR3A LBD differential scanning fluorimetry, Tm shift; 0% = protein alone, 100% = glycine-bound protein. Tm shift relative to glycine control, % at 25 µM. 340,000 compounds, 2.5% hits. AID 1259313;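 active means melting temperature shift of at least 10% of the positive control shift, at one fixed dose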
beta cell repl: inducers of beta-cell replication in MIN6 cells | MIN6 cells proliferation, ATPlite luminescence, 48 h; cells starved in 0.2% serum; 100% = growth in 10% serum | proliferation, % at 10 µM | 330,000 compounds, 0.29% hits | AID 2380;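 active means compounds whose signal lies at least 3.5 SD above the mean of all wells on their plate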;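 further: 0% = DMSO-treated cells in low-serum medium and 100% = 10% serum control; some compounds called inactive have numbers as strong as hits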
hIAP block: blocks human intestinal alkaline phosphatase | P09923 | AID 2544 | purified IAP, CDP-Star luminescence, 30 min | 330,000 compounds, 0.12% hits | inhibition, % at 10 µM;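 active means inhibition reaching a set limit with compound at 10 µM in the primary screen, cut at about 35% in these data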;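 further: plate controls were DMSO wells with enzyme for no effect and no-enzyme buffer wells for full effect; values of inactives mirror those of a sister screen read the other way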
A3G deaminase: blocks human APOBEC3G single-stranded DNA deamination | 330,000 compounds, 0.28% hits | inhibition, % at 20 µM | AID 493012 | recombinant A3G, ssDNA deamination FAM/TAMRA fluorescence | Q9HC16;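 active means inhibition of at least 40% at 20 µM, with no more than 30% in the related APOBEC3A deaminase screen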;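 further: plate controls were DMSO wells with A3G for no effect and wells lacking A3G enzyme for full effect; some compounds called inactive have numbers as strong as hits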
Target sequence (Q9HC16 whole entry, looked up): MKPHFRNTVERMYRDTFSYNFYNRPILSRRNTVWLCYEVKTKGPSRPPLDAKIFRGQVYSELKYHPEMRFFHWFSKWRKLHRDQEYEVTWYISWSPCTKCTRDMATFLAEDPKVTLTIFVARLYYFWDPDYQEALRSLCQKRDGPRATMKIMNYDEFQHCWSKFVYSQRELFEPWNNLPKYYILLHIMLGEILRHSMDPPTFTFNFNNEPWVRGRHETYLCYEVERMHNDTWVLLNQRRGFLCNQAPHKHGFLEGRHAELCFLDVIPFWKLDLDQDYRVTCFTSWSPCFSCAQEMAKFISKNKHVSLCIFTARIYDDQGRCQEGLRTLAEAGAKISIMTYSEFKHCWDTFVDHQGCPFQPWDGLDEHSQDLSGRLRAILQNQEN
MPTP block: permeability transition pore inhibition; AID 602449; 360,000 compounds, 1.4% hits; isolated mouse mitochondria, Ca2+ swelling absorbance, 30 min; inhibition, % at 10 µM;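 active means inhibition of 50% or more, scaled per plate between neutral and stimulator controls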;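 further: 0% = DMSO wells given calcium and 100% = 1 mM EGTA wells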
mIAP block: mouse IAP inhibition. purified mouse IAP, CDP-Star luminescence, 30 min. inhibition, % at 10 µM. 330,000 compounds, 0.2% hits. AID 2806;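 active means inhibition of at least 40% at 10 µM in the primary screen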;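 further: plate controls were DMSO with enzyme for no effect and no enzyme wells for full effect; values of inactives mirror those of a sister screen read the other way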
A3A deaminase: human APOBEC3A DNA deaminase inhibition. AID 493011. P31941. recombinant A3A, FAM/TAMRA ssDNA deamination fluorescence. 330,000 compounds, 0.41% hits. inhibition, % at 20 µM;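 active means at least 40% inhibition at 20 µM here, with at most 30% in a related deaminase screen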;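 further: plate controls were A3A with DMSO for no effect and wells lacking A3A enzyme for full effect; some results filed as inactive read as strong as hits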
Target sequence (P31941 whole entry, looked up): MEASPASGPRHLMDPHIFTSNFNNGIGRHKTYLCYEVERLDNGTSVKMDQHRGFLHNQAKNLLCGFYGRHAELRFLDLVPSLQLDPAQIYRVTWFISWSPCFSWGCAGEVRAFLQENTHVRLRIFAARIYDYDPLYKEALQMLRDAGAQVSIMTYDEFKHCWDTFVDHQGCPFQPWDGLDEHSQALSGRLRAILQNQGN
Starred values were filed as active, the others as inactive; x = no result given; & = joins results of further samples.

SMILES	mIAP activ	hIAP activ	GRIN3A LBD mod	beta cell repl	hIAP block	A3G deaminase	MPTP block	mIAP block	A3A deaminase
CC[N+](C)(CC)CCC[n+]1c(-c2ccccc2)c2cc(N)ccc2c2ccc(N)cc21	0.83	0.854	x	-3.2	14.6	52.2	x	17.0	90.6
COC(=O)[C@@H](NC(=O)Nc1ccc(S(N)(=O)=O)cc1)C(C)C	1.02	0.997	1.1	0.0	0.3	-2.7	12.3	-1.9	-1.0
CCOC(=O)CNC(=O)COc1coc(CN2CCN(c3ccccc3)CC2)cc1=O	0.941	0.817	-1.5	-1.1	18.3	-3.0	1.6	5.9	-0.2
CCOC(=O)c1c(-c2ccc(C)cc2)csc1/N=C/N(C)C	1.06	1.13	-0.9	5.7	-12.7	3.8	-0.2	-6.2	2.5
CC1CCc2c(C(=O)NCc3cccnc3)csc2C1 (centres undefined)	0.995	1.06	0.3	1.9	-6.5	-6.8	1.3	0.5	-2.0
CCOC(=O)c1ccc(-n2c(N)c(C(=O)NCC3CCCO3)sc2=S)cc1 (centres undefined)	0.858	1.02	3.8	0.5	-2.5	20.3	3.4	14.3	-3.7
O=C(COc1ccccc1Cl)NNC(=O)c1ccc2nc[nH]c2c1	0.968	1.68	0.8	1.6	-67.9	-6.0	-0.9	3.2	-1.1
COc1ccc(OC(=O)c2cccc(S(=O)(=O)N3CC(C)OC(C)C3)c2)cc1 (centres undefined)	0.961	0.913	3.7	-4.9	8.7	-7.0	-0.2	3.9	6.9
C[C@]12CCC(=O)C=C1CC[C@@H]1[C@@H]2CC[C@@]2(C)[C@H]1CC[C@@]21CCC(=O)O1	1.04	0.917	-0.4	-0.4	8.3	-6.2	-1.3	-3.7	1.2
Cc1ccc(CN2CCSc3ccc(C(=O)NCc4ccccn4)cc32)cc1	1.09	0.911	-0.8	-0.9	8.9	-7.0	1.3	-9.2	-2.0
CC(=O)c1ccc(S(=O)(=O)NC2CC2)cc1	1.02	1.05	-0.4	0.2	-5.0	-11.0	0.2	-2.1	-3.6
Cc1ccc(CNC(=O)C(=O)NCC2OCCCN2S(=O)(=O)c2cccs2)cc1 (centres undefined)	0.925	0.989	9.6	-2.0	1.1	-4.0	0.5	7.5	-5.4
Cc1ccc(C)c(NC(=O)c2cc(-c3cccnc3)nc3ccccc23)c1	0.978	1.16	-7.5	-4.8	-15.8	-8.1	-2.8	2.2	-0.7
CCN(CC)S(=O)(=O)c1ccc2c(c1)nc(CCC(=O)O)n2CC	1.02	0.984	-1.9	1.1	1.6	-3.0	-1.0	-1.8	1.1
CC(=O)Oc1cc2oc(=O)cc(C)c2cc1OC(C)=O	0.824	0.733	3.8	0.1	26.7	-0.9	3.3	17.6	-2.3
COc1ccc(OC)c(C2C(C#N)=C(N)N(N(C)C)C3=C2C(=O)CCC3)c1 (centres undefined)	0.924	1.04	0.6	-1.9	-4.3	-2.5	-0.7	7.6	-2.8
Cc1ccccc1C(OCC(O)CN1CCCCC1CCO)c1ccccc1 (centres undefined)	0.916	0.95	3.1	2.3	5.0	-1.6	0.2	8.4	0.2
COc1ccc(C(=O)O/N=C(\N)Cc2ccc(Cl)c(Cl)c2)cc1OC	0.97	0.96	-4.7	0.0	4.0	-2.6	1.8	3.0	-2.0
Cc1cc(C)cc(CSCC(=O)NN=C2CCCCCC2)c1	1.08	1.05	-1.7	-4.8	-5.0	-8.9	1.7	-7.9	1.6
CCN(CC)S(=O)(=O)c1ccc(N2CCOCC2)c(NC(=O)c2cc(C)cc(C)c2)c1	0.965	0.908	3.6	0.0	9.2	-3.1	-4.4	3.5	0.4
Cc1cc2oc(=O)cc(C)c2cc1NC(=O)CCl	1.02	1.14	0.0	-3.9	-14.0	1.7	1.0	-2.2	2.5
O=[N+]([O-])c1cc(/C=N/O)ccc1Sc1ccccc1	0.946	0.891	-20.3	-1.8	10.9	-1.7	1.0	5.4	-2.2
c1cncc(-c2noc(-c3ccc4ccccc4c3)n2)c1	0.945	1.16	2.0	-2.7	-16.3	-2.5	-0.4	5.5	-4.5
Cn1cnnc1SCC(=O)N(Cc1ccc2c(c1)OCO2)C1(C(=O)NC2CCCCC2)CCCC1	1.08	1.01	0.9	-2.4	-1.5	-10.2	-0.8	-8.1	-5.9
CCOCCCNC(=O)C1CC(=O)N(C2CCCC2)C1 (centres undefined)	0.974	1.04	-0.9	-0.9	-3.7	-1.8	-0.1	2.6	-0.2
CC(C)C[C@@H](COc1ccccc1)N1CCN(CC(C)C)CCC1=O	1.01	0.885	-3.4	-2.7	11.5	0.5	-0.1	-1.1	2.7
CC(=O)Nc1nnc(-c2ccccn2)o1	0.99	0.985	0.8	-3.4	1.5	-9.1	0.4	1.0	-1.0
CCC1Oc2ccccc2N(CC(=O)NCCN2C(C)CCCC2C)C1=O (centres undefined)	1.07	1.48	-0.4	-1.2	-48.0	-2.5	-1.1	-6.6	-2.1
CCN1CCCC1CNC(=O)C(=O)Nc1ccc(OC)cc1 (centres undefined)	1.02	0.909	0.4	4.2	9.1	-5.1	-1.6	-2.0	-0.4
COCCNC(=S)N1CCc2cc(OC)c(OC)cc2C1COc1cc(C)cc(C)c1 (centres undefined)	1.1	0.926	-7.9	0.0	7.4	-5.6	-1.7	-10.1	-2.6
Cc1cc(C)c(C(=O)/C=C/c2cccc3ccccc23)c(=O)[nH]1	1.05	0.932	3.2	0.0	6.8	-0.8	-17.8	-4.9	27.3
CN(c1ccccc1C(=O)Nc1cccc([N+](=O)[O-])c1)S(=O)(=O)c1ccccc1	0.966	1.16	3.8	3.7	-16.1	-9.5	-0.3	3.4	-5.1
COc1ccc(-n2c(CSc3nc(C)cc(C)n3)nnc2SCC(=O)Nc2nccs2)cc1	0.908	0.939	-2.1	3.3	6.1	-0.6	0.9	9.2	2.1
Cc1ccccc1C(=O)Nc1ccccc1C(=O)N1CCC(C)CC1	1	1.08	-0.9	2.1	-8.5	-13.1	-1.1	0.0	-3.6
Cc1cc(=O)oc2cc(OS(C)(=O)=O)ccc12	1.06	1.32	1.7	0.8	-32.4	-3.3	0.3	-6.1	-2.6
COc1ccc(-c2nc(CS(=O)CC(=O)NC(C)CCc3ccccc3)c(C)o2)cc1OC (centres undefined)	0.917	1.31	1.8	-1.9	-30.9	-6.8	1.9	8.3	-5.3
CCCCCSc1nc2c(cnn2-c2ccc(F)cc2)c(=O)[nH]1	0.927	1.07	0.6	-0.2	-6.7	-8.8	1.2	7.3	-2.9
COc1cc(/C=N/NC(=O)c2ccc(N(C)S(=O)(=O)c3ccccc3)cc2)cc(OC)c1OC	1.04	0.896	-2.4	-2.2	10.4	-6.7	1.6	-3.7	-1.3
CN1C(=O)c2ccccc2C(O)c2ccccc21 (centres undefined)	0.926	0.829	-2.3	-1.6	17.1	-0.8	1.0	7.4	1.3
O=C(Nc1ncc2c(n1)CC(c1ccco1)CC2=O)c1ccccc1 (centres undefined)	0.913	0.851	0.3	-2.8	14.9	3.0	3.7	8.7	0.9
O=C1CC(NCc2ccncc2)C(=O)N1c1ccc(Cl)cc1 (centres undefined)	0.96	1.06	-5.1	1.2	-6.0	-5.4	-0.7	4.0	0.1
Cc1ccccc1OCc1nnc(SC(C)C(=O)O)n1Cc1ccccc1 (centres undefined)	0.929	1.08	-6.6	-3.5	-8.3	-8.7	-1.8	7.1	-4.6
CC(C)Sc1cc(N2CCOCC2)nc(-c2ccccc2)n1	1.01	0.857	0.9	-2.5	14.3	-7.5	50.0*	-1.3	-0.7
CCCOc1ccccc1C(=O)N1CCNC(=O)C1CC(=O)OC(C)C (centres undefined)	0.792	1.01	0.1	-3.3	-1.2	6.9	0.6	20.8	1.3
CCC(=O)N1CCN(CCN=CC2=C(O)CC(c3cccs3)CC2=O)CC1 (centres undefined)	1.08	1.18	0.5	-3.4	-18.4	-4.4	-0.5	-8.5	0.9

One compound at a time, from the list above. Values in the order: mIAP activ	hIAP activ	GRIN3A LBD mod	beta cell repl	hIAP block	A3G deaminase	MPTP block	mIAP block	A3A deaminase
Cc1cc(C)c(C(=O)/C=C/c2cccc3ccccc23)c(=O)[nH]1 in the list: 1.05	0.932	3.2	0.0	6.8	-0.8	-17.8	-4.9	27.3
O=C1CC(NCc2ccncc2)C(=O)N1c1ccc(Cl)cc1 (centres undefined) in the list: 0.96	1.06	-5.1	1.2	-6.0	-5.4	-0.7	4.0	0.1
COc1ccc(-c2nc(CS(=O)CC(=O)NC(C)CCc3ccccc3)c(C)o2)cc1OC (centres undefined) in the list: 0.917	1.31	1.8	-1.9	-30.9	-6.8	1.9	8.3	-5.3

Next part
SMILES	mIAP activ	hIAP activ	GRIN3A LBD mod	beta cell repl	hIAP block	A3G deaminase	MPTP block	mIAP block	A3A deaminase
CCOC(=O)c1c(NC(=O)C(C)Sc2nnc(C)c(=O)[nH]2)sc2c1CCCC2 (centres undefined)	0.98	1.01	-3.7	0.5	-1.3	-2.9	2.3	2.0	-1.5
Cc1cccc(C(=O)c2cccc(C)c2)c1	1.03	0.928	-3.2	2.2	7.2	-9.0	1.8	-2.8	-3.1
CCC(C)c1ccc(NC(=O)CSc2nncn2N)cc1 (centres undefined)	1	1.06	1.1	-5.8	-5.7	-0.4	-0.1	-0.3	-1.0
O=C(Nc1ccccn1)c1ccc(Br)c(S(=O)(=O)N2CCCC2)c1	1.02	1.25	-2.2	0.4	-25.4	-3.6	-0.4	-1.7	1.2
Cc1ccc(-n2nnc3c(=O)n(CC(=O)c4ccccc4)cnc32)cc1	0.929	0.985	7.7	0.5	1.5	11.3	-1.8	7.1	-1.6
Cc1ccc(-c2cc(C(=O)O)n[nH]2)o1	0.977	1.04	-1.0	0.1	-3.9	-6.4	1.5	2.3	-0.7
Oc1cccc(/C=N/Nc2ncnc3c2ncn3Cc2ccccc2)c1	1	1.07	3.1	-3.5	-7.2	-6.1	0.2	-0.2	-1.0
COc1ccc(C)cc1N(CC(=O)NC1CCCC1)C(=O)Cn1nnc(-c2ccc(C)o2)n1	1.01	1.09	-2.3	0.0	-9.4	2.8	-2.2	-0.9	-2.3
COc1ccc(CCc2nc(C)ccc2O)cc1	0.996&0.943	0.998&0.976	-3.9&3.5	0.1&0.1	0.2&2.4	3.5&-3.7	-4.7&0.5	0.4&5.7	0.7&-3.5
Cc1cc(Cl)ccc1OCC(=O)NCC(=O)N/N=C/c1ccco1	0.863	0.984	-4.8	2.4	1.6	-4.7	0.1	13.7	-1.4
Cn1c(SCC(=O)NCCNC(=O)CSc2nnc(C(F)(F)F)n2C)nnc1C(F)(F)F	1.04	0.94	0.2	-1.2	6.0	-5.4	3.8	-3.6	-3.3
COc1cc(/C=N/NS(=O)(=O)c2ccc(Br)cc2)ccc1O	0.979	1.08	0.8	-1.0	-7.9	-3.5	2.4	2.1	0.0
CCN(CC)CCSc1nnc2c3cc(C)ccc3n(Cc3ccccc3)c2n1	0.868	0.96	3.6	-3.4	4.0	-2.4	2.9	13.2	3.2
O=C(Nc1ccccc1N1CCN(C(=O)c2ccc(Cl)cc2)CC1)c1ccc2c(c1)OCO2	0.989	0.88	0.6	-4.3	12.0	-5.5	2.1	1.1	0.1
O=C1NC(CCc2ccccc2)C(=O)N1CCOc1cccc(Br)c1 (centres undefined)	0.973	0.864	-4.3	-3.4	13.6	-0.3	1.4	2.7	3.2
O=C1O/C(=C\c2ccccc2)c2ccccc21	0.868	0.895	-13.6	0.8	10.5	-2.0	-0.7	13.2	2.5
CCOC(=O)c1c(C)[nH]c(C)c1C(=O)COC(=O)CCc1ccccc1	1.06	1	1.7	1.4	0.0	-5.2	-0.2	-6.0	0.2
